AmpC no deterg = inhibitors of E. coli AmpC beta-lactamase without detergent. P00811. Potency, µM (top dose mostly 57.1 µM), without a hit: at the highest dose activity change, negative = inhibition, hits mostly inhibitors. 0.52% of 330,000 active. AmpC nitrocefin hydrolysis, absorbance 480 nm, 0.0001% Triton;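 note: potency is the fitted concentration of half-maximal effect; plate controls were no compound for no effect and no enzyme for full effect; nearly all actives have a fitted effect of over 20% in size; some results filed as inactive show a strong effect at the top dose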
Target sequence (P00811 whole entry, looked up): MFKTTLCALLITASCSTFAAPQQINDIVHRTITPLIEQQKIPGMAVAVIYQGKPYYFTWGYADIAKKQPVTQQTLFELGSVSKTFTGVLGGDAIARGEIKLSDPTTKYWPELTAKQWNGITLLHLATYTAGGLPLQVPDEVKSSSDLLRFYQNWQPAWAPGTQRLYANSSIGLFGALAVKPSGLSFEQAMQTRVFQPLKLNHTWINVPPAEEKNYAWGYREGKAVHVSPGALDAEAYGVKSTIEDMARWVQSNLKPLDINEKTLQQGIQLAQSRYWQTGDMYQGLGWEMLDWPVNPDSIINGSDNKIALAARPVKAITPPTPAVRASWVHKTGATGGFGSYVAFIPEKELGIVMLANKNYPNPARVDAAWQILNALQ
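AmpC (5.3 nM in the dispensed reagent) in 20 mM phosphate pH 7.0 with 0.01% (detergent screen) or 0.0001% Triton X-100 was preincubated with compounds for 15 min at room temperature. Nitrocefin was then added from an 800 uM solution, and hydrolysis was followed at 480 nm.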
Shiga toxin inh = inhibitors of Shiga toxin in Vero cells; Vero cells, Shiga toxin protein synthesis inhibition reporter; inhibition, % at 38.7 µM; 9.2% of 290,000 active; in the data active = inhibition mostly above about 28%, no sharp cut-off; inactive = mostly below about 43%; note: 0% is about no effect
HCMV antiviral = blocks human cytomegalovirus replication; HFF cells, HCMV-luciferase reporter, 72 h; hits give low values; activity change, negative = inhibition, % at 57.5 µM; 4.5% of 410,000 active; AID 1259415; in the data active = activity change below about -60%; inconclusive = no clear call, values can overlap the other calls; inactive = above about -39%; note: % is set by controls: 0 for no effect and ±100 for the full control effect
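Luciferase read-out from HCMV-luciferase-infected HFFs (MOI 1 PFU/cell) 72 h post infection at 37C; compounds added after 16 h cell attachment; activity normalized between buffer-only basal and Salinomycin (10uM) inhibitor controls.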
AMA1-RON2 inh = AMA1-RON2 (P. falciparum) interaction inhibition; AlphaScreen AMA1-biotinylated RON2 peptide binding; AID 720542; 0.2% of 360,000 active; Potency, µM (titrated, usually from 58.2 µM), without a hit: at the top dose activity change, negative = inhibition, actives largely listed as inhibitors;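 note: potency is the fitted concentration of half-maximal effect; 0% = vehicle wells and -100% = peptide control; nearly all actives have a fitted effect of over 45% in size; some results filed as inactive show a strong effect at the top dose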
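AMA1 (3D7) with his tag at 25 nM final met compounds first, then biotinylated RON2 peptide at 25 nM; detection used donor plus acceptor beads, 10 µg/mL apiece, read by AlphaScreen after 30 min at room temperature.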
Cycloheximide cs = affects cycloheximide protein synthesis inhibition readout, counter-screen; cell reporter, cycloheximide protein synthesis inhibition counterscreen; max response, %; 12% of 300,000 active; in the data active = max response mostly above about 13%, no sharp cut-off; inactive = mostly below about 14%; note: read at 38.3 µM for the half of the compounds with a filed dose; 0% is about no effect
AmpC detergent = blocks E. coli AmpC beta-lactamase in detergent assay; P00811; AmpC hydrolysis of nitrocefin, absorbance 480 nm, 0.01% Triton; Potency, µM (series often up to 114 µM), without a hit: at the top dose activity change, negative = inhibition, usual class: inhibitors; 0.041% of 370,000 active;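 note: potency is the fitted concentration of half-maximal effect; 0% = no-compound wells and -100% = no-enzyme wells; nearly all actives have a fitted effect of over 25% in size; some results filed as inactive show a strong effect at the top dose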
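20 mM phosphate pH 7.0 + 0.01% (detergent screen) or 0.0001% Triton X-100; 5.3 nM AmpC reagent; cpd preinc 15 min RT; nitrocefin (800 uM stock) to start; A480 q20 s × 4 min; Activity was normalised to no-enzyme and no-compound control wells.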
Giardia FBPA inh = Giardia lamblia aldolase inhibition. A8B2U2. purified Giardia FBPA. Potency, µM (top dose mostly 59.6 µM), for the others: at the top dose activity, negative = inhibition, most hits filed as inhibitors. 0.71% of 290,000 active. AID 2451; note: potency is the fitted concentration of half-maximal effect; % is set by controls: 0 for no effect and ±100 for the full control effect; nearly all actives have a fitted effect of over 55% in size
Target sequence (A8B2U2 whole entry, looked up): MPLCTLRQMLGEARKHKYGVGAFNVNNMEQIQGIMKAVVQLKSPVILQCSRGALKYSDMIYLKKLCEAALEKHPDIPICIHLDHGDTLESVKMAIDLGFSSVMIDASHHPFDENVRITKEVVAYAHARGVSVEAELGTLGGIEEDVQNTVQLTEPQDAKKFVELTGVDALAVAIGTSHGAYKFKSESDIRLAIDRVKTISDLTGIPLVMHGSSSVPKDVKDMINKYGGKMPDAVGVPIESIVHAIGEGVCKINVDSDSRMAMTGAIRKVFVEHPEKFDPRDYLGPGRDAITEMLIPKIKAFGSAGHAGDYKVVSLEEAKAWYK
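Giardia FBPA (40 nM reagent) was preincubated 10 min at RT with compound (up to 57.5 uM final), then substrate plus GAPDH/TPI/NAD/arsenate coupling system with diaphorase/resazurin was added; resorufin fluorescence (525/598 nm) was read after 20 min.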
Starred values were filed as active, the others as inactive; ? = inconclusive; / = no result given; [ ] = remark or other dose. Unless noted, calls come from the whole dose curve; as a rule, active = well fitted curve in the direction sought with a large enough effect; inconclusive = small, poorly fitted or top-dose-only effect, or another doubt; inactive = no such curve, though single readings can be large; an effect the other way counts as inactive or inconclusive.

nr | SMILES | AMA1-RON2 inh | Giardia FBPA inh | AmpC no deterg | Shiga toxin inh | HCMV antiviral | Cycloheximide cs | AmpC detergent
1 | CC1CN(C(=O)COC(=O)c2ccc(Cl)nc2)CC(C)O1 (stereo unspecified) | -5% | 4% | -23% | -2 | -26 | 2 | -10%
2 | COc1ccccc1C1(O)C(=O)Nc2ccc(C)cc21 (stereo unspecified) | 2% | 0% | -9% | -19 | -13 | -7 | -4%
3 | CC1(C)CC(CCNC(=O)CCl)(c2ccccc2)CCO1 (stereo unspecified) | 5% | -1% | 18% | -11 | -1 | -2 | -5%
4 | Cn1c(CNC(=O)OC(C)(C)C)nnc1SCC(=O)N1CCOCC1 | 2% | -5% | -12% | -2 | 7 | 1 | 0%
5 | O=[N+]([O-])c1cccc(S(=O)(=O)c2ccc(N3CCCCC3)c([N+](=O)[O-])c2)c1 | -30% | 1% | -44% | 17 | -20 | -5 | -5%
6 | CCC(C)NC(=O)c1ccc(N2CCC3(CC2)OCCO3)c([N+](=O)[O-])c1 (stereo unspecified) | 9% | -4% | -1% | 50* | 9 | 20* | -10%
7 | COc1ccc(-c2csc(NC(=S)NC(=O)/C=C/c3ccc(C(C)C)cc3)n2)cc1OC | 21% | -18% | ? | 14 | 6 | 23* | ?
8 | Cn1c(SCC(=O)Nc2sccc2C(N)=O)nnc1-c1ccncc1 | 12% | 6% | -20% | -7 | 6 | 0 | -7%
9 | N#C/C(Cn1c[n+](NC(=O)Nc2ccccc2)cn1)=N/O | 8% | -19% | -30% | 29 | 47 | 14 | -1%
10 | CC1CN(CC(O)COc2ccccc2C(C)(C)C)CC(C)O1 (stereo unspecified) | -2% | -29% | 200%[activator] | -13 | -26 | 4 | -4%
11 | O=C(NNS(=O)(=O)c1ccccc1C(F)(F)F)c1cccc(S(=O)(=O)Nc2ccccc2Cl)c1 | 21% | -14% | -31% | 12 | 9 | -5 | -9%
12 | O=C(CN1CCN(c2ccc(O)cc2)CC1)NC1CCCc2ccccc21 (stereo unspecified) | / | -28% | 42% | -9 | -31 | -4 | -4%
13 | O=C(NCCCn1ccnc1)c1nc(Cn2ccc([N+](=O)[O-])n2)no1 | -6% | -22% | -6% | -8 | 2 | -8 | 3%
14 | COc1ccc(NC(=O)c2cn(C)c(=O)c3cc(OC)c(OC)cc23)cc1OC | -20% | 11% | 78%[activator] | -14 | 38 | -5 | ?
15 | CCN1c2ccccc2NC2N=C(OC)C(c3ccccc3)C21 (stereo unspecified) | -17% | ? | -3% | 5 | / | 18* | 21%

Looked up by compound from the entries so far (six):
nr | SMILES | AMA1-RON2 inh | Giardia FBPA inh | AmpC no deterg | Shiga toxin inh | HCMV antiviral | Cycloheximide cs | AmpC detergent
1 | CC1CN(C(=O)COC(=O)c2ccc(Cl)nc2)CC(C)O1 (stereo unspecified) | -5% | 4% | -23% | -2 | -26 | 2 | -10%
10 | CC1CN(CC(O)COc2ccccc2C(C)(C)C)CC(C)O1 (stereo unspecified) | -2% | -29% | 200%[activator] | -13 | -26 | 4 | -4%
15 | CCN1c2ccccc2NC2N=C(OC)C(c3ccccc3)C21 (stereo unspecified) | -17% | ? | -3% | 5 | / | 18* | 21%
2 | COc1ccccc1C1(O)C(=O)Nc2ccc(C)cc21 (stereo unspecified) | 2% | 0% | -9% | -19 | -13 | -7 | -4%
8 | Cn1c(SCC(=O)Nc2sccc2C(N)=O)nnc1-c1ccncc1 | 12% | 6% | -20% | -7 | 6 | 0 | -7%
12 | O=C(CN1CCN(c2ccc(O)cc2)CC1)NC1CCCc2ccccc21 (stereo unspecified) | / | -28% | 42% | -9 | -31 | -4 | -4%

New compounds follow
nr | SMILES | AMA1-RON2 inh | Giardia FBPA inh | AmpC no deterg | Shiga toxin inh | HCMV antiviral | Cycloheximide cs | AmpC detergent
16 | COc1ccc(OC)c(NC(=O)c2ccc(NS(C)(=O)=O)cc2)c1 | -5% | -5% | -28% | -16 | -28 | -2 | 4%
17 | N/C(COc1ncn(-c2ccccc2)n1)=N\S(=O)(=O)c1ccccc1 | 12% | -1% | -13% | 16 | -34 | -3 | 0%
18 | Cc1cc(C)n(CCCNC(=O)Cn2nnnc2CN2C[C@@H](C)O[C@@H](C)C2)n1 | -2% | 4% | -15% | -6 | -14 | -5 | ?
19 | NC(=O)c1nn(-c2ccccc2)nc1NC(=O)CN1CCCCC1 | 37%[activator] | -1% | -29% | -25 | -24 | -3 | -2%
20 | COc1cccc(C2C(C(=O)c3ccc(C)o3)=C(O)C(=O)N2CCN2CCOCC2)c1 (stereo unspecified) | 0% | / | 1% | -23 | / | 9 | -7%
21 | CCN(CC(=O)NCc1cccs1)S(=O)(=O)c1cc(NC(C)=O)ccc1OC | 1% | / | 2% | / | 2 | / | -8%
22 | CCNC(=O)c1ccc(NS(=O)(=O)c2ccc3[nH]c(=O)[nH]c3c2)cc1 | -5% | / | -31% | 46* | / | 30* | 6%
23 | COc1ccc2c(c1)-c1nc(/N=C/c3cccc(OC)c3O)sc1CC2 | 5% | 1.4µM* | -7% | 34 | -37 | 12 | -9%
24 | Cc1cccc(N2CCN(C(=O)c3cc(COc4ccc(F)c(F)c4)on3)CC2)n1 | -12% | / | 49% | 59 | 4 | 40* | 3%
25 | CCC(C)N1C(=O)CCC1C(=O)NCc1ccc2c(c1)OCO2 (stereo unspecified) | -6% | -1% | -4% | -5 | 8 | -2 | -4%
26 | Cc1ccc(C)c(N2CCN(CC3CCCCC3)CC2)c1 | -11% | ? | -13% | -6 | -32 | 1 | ?
27 | NC(=O)c1nsc(C(=O)N(c2ccccc2F)C(C(=O)NCc2ccc(F)cc2)c2ccc(O)cc2)c1N (stereo unspecified) | -5% | -6% | -54% | -5 | -102* | -2 | -2%
28 | COc1ccc(NC(=O)CN2CCC(C(=O)c3ccc(F)cc3)CC2)c(OC)c1 | -29% | -8% | 88%[activator] | -4 | 2 | -3 | 6%
29 | Cc1cccc(-n2c(-c3ccco3)nc3nc4ccccc4nc32)c1 | / | 7% | -21% | -8 | / | -1 | -6%
30 | O=C(CCc1nc2ccccc2c(=O)[nH]1)Nc1cc(Cl)ccc1N1CCCC1 | 17%[11.6 µM] | / | -13% | / | 1 | / | -12%
31 | COc1ccc(/C=C/C(=O)Nc2cccc(N3CCOCC3)c2)cc1OC | -4% | -1% | -38% | 10 | -12 | 4 | -3%
32 | COc1cc(C(=O)Nc2cccc(-c3nnc(-c4ccco4)o3)c2)ccc1OC(C)=O | -4% | -7% | 49% | 66* | -18 | 31* | -1%
33 | Cn1c(=O)c([N+](=O)[O-])c(NCCCn2ccnc2)c2ccccc21 | -3% | 6% | -16% | -9 | 1 | 1 | -6%

Copied from above: entries 18–21
nr | SMILES | AMA1-RON2 inh | Giardia FBPA inh | AmpC no deterg | Shiga toxin inh | HCMV antiviral | Cycloheximide cs | AmpC detergent
18 | Cc1cc(C)n(CCCNC(=O)Cn2nnnc2CN2C[C@@H](C)O[C@@H](C)C2)n1 | -2% | 4% | -15% | -6 | -14 | -5 | ?
19 | NC(=O)c1nn(-c2ccccc2)nc1NC(=O)CN1CCCCC1 | 37%[activator] | -1% | -29% | -25 | -24 | -3 | -2%
20 | COc1cccc(C2C(C(=O)c3ccc(C)o3)=C(O)C(=O)N2CCN2CCOCC2)c1 (stereo unspecified) | 0% | / | 1% | -23 | / | 9 | -7%
21 | CCN(CC(=O)NCc1cccs1)S(=O)(=O)c1cc(NC(C)=O)ccc1OC | 1% | / | 2% | / | 2 | / | -8%

Source: PubChem (National Center for Advancing Translational Sciences (NCATS))
